Screens from PubChem BioAssay.
Apoferritin bind = binds horse apoferritin like a general anesthetic; apoferritin/1-aminoanthracene competitive binding, fluorescence; actives 0.074% (n = 350,000); Potency, µM (series often up to 77.5 µM), for the others: top-dose activity change, negative = displacement, actives largely listed as inhibitors; further: potency means the concentration at half of the fitted maximal effect; on the % scale 0 is the no-effect control and ±100 the full control effect; nearly all actives have a fitted effect of over 20% in size
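Probe: 1-aminoanthracene (50% saturated, PBS). Protein: horse-spleen apoferritin, 10 uM. Incubation: 10 min, room temperature. Detection: 380 nm excitation, 535 nm emission. Analysis: normalized response, four-parameter Hill.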
Pol iota inh = inhibitors of human DNA polymerase iota. Q9UNA4. Pol iota fluorescent replication assay, 10 min. Potency, µM (highest dose often 115 µM), for inactives: top-dose activity, negative = inhibition, actives largely listed as inhibitors. actives 1% (n = 390,000); further: potency means the concentration at half of the fitted maximal effect
Target sequence (Q9UNA4 whole entry, looked up): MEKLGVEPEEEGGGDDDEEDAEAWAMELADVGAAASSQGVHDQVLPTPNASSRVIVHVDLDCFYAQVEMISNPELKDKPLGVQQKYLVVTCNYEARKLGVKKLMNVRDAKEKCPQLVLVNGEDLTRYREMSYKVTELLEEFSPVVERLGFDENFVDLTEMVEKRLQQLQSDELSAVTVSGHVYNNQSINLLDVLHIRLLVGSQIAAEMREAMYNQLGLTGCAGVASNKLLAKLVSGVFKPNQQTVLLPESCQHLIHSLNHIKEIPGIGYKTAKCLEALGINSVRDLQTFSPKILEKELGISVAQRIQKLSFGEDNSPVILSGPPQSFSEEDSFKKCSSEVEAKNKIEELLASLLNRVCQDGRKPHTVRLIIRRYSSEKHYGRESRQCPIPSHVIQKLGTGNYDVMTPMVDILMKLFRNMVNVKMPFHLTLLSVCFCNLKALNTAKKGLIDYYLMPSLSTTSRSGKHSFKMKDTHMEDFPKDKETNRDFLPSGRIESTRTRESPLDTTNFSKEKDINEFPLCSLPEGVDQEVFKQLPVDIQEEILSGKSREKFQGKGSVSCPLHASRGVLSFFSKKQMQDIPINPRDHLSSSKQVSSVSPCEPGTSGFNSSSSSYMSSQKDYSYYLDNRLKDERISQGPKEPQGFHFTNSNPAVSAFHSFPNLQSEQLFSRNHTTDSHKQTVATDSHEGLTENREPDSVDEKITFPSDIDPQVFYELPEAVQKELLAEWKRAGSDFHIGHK
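Pol iota at 10 nM preincubated 15 min with compounds at room temperature; reaction started with fluorescent substrate, 50 nM final. Fluorescence read kinetically at 0 and 10 min; buffer-only wells as negative control.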
Pol beta inh = inhibitors of human DNA polymerase beta. Pol beta primer extension/strand displacement, fluorescence kinetic. Potency, µM (highest dose often 114 µM), for inactives: at the top dose activity change, negative = inhibition, actives largely listed as inhibitors. actives 1.3% (n = 340,000); further: potency means the concentration at half of the fitted maximal effect; on the % scale 0 is the no-effect control and ±100 the full control effect
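Curves were derived by four-parameter Hill fits of normalized qHTS data. The kinetic fluorescent primer-extension read was taken at 0 and 10 min after 50 nM substrate, following a 15 min room-temperature preincubation of 10 nM enzyme with compounds.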
POLK inh = inhibitors of human DNA polymerase kappa; Q9UBT6; purified Pol kappa, fluorescent DNA synthesis assay, 10 min; Potency, µM (titrated, usually from 107 µM), for the others: top-dose activity, negative = inhibition, hits mostly inhibitors; actives 0.53% (n = 400,000); further: potency means the concentration at half of the fitted maximal effect; on the % scale 0 is the no-effect control and ±100 the full control effect
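Activity was followed as the change in fluorescence between reads at 0 and 10 min after starting the reaction with 50 nM substrate. Beforehand, 10 nM polymerase had been preincubated with compound for 15 min at room temperature.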
BLM inh = inhibitors of human Bloom syndrome helicase BLM. recombinant BLM DNA unwinding, fluorescence dequenching. Potency, µM (highest dose often 56.1 µM), without a hit: at the highest dose activity change, negative = inhibition, most hits filed as inhibitors. actives 0.2% (n = 350,000). AID 2528. P54132;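 further: potency means the concentration at half of the fitted maximal effect; plate controls were vehicle for no effect and no enzyme for full effect; nearly all actives have a fitted effect of over 35% in size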
POLH inh = DNA polymerase eta (human) inhibition | Q9Y253 | recombinant Pol eta, fluorescent DNA replication assay | Potency, µM (doses to about 114 µM), for inactives: top-dose activity change, negative = inhibition, hits mostly inhibitors | actives 1.2% (n = 390,000) | AID 588591; further: potency means the concentration at half of the fitted maximal effect; on the % scale 0 is the no-effect control and ±100 the full control effect
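Fluorescent replication assay: 50 nM final substrate added after a 15 min room-temperature compound preincubation with 10 nM enzyme. Signal taken at 0 min and again at 10 min.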
APEX1 inh = blocks human APE1 abasic DNA cleavage; P27695; Potency, µM (series often up to 65.8 µM), for the others: top-dose activity change, negative = inhibition, usual class: inhibitors; actives 0.35% (n = 350,000); recombinant APE1, TAMRA/BHQ-2 abasic DNA cleavage fluorescence;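 further: potency means the concentration at half of the fitted maximal effect; plate controls were vehicle for no effect and reference inhibitor for full effect; nearly all actives have a fitted effect of over 55% in size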
Target sequence (P27695 whole entry, looked up): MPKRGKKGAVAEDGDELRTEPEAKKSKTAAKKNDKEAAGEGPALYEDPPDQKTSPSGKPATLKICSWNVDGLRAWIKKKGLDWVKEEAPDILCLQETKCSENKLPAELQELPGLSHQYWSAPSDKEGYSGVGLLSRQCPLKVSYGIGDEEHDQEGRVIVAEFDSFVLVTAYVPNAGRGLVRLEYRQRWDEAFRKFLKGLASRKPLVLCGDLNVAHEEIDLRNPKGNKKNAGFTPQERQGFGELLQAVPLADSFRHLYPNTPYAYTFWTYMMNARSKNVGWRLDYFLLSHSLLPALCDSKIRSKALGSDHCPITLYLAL
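Measures dequenching upon AP-site incision of a 5'-TAMRA/3'-BHQ-2 THF-containing duplex, 50 nM; human APE1 0.75 nM after 15 min room-temperature exposure to compound; kinetic three-point read at one-minute spacing.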
Tb PGK inh = T. brucei PGK inhibition; P07378; Potency, µM (series often up to 57.5 µM), without a hit: at the top dose activity change, negative = inhibition, most hits filed as inhibitors; PGK/GAPDH coupled, Kinase-Glo luminescence, 60 min; AID 602233; actives 0.043% (n = 380,000); further: potency means the concentration at half of the fitted maximal effect; on the % scale 0 is the no-effect control and ±100 the full control effect; nearly all actives have a fitted effect of over 60% in size
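Luminescent ATP detection (Kinase-Glo Plus) follows a 60-minute room-temperature incubation, with wells lacking PGK as controls. Buffer: 100 mM TEA (pH 7.6), 5 mM MgCl2, 0.01% Tween-20. Coupling enzyme GAPDH (100 nM final) supplies unstable 1,3-BPG in-well.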
RXFP1 antagonist = antagonists of human relaxin receptor RXFP1; AID 1259400; activity change, negative = inhibition, % at 57.5 µM; HEK293-RXFP1, relaxin-stimulated cAMP HTRF, 30 min; active compounds read low; actives 0.59% (n = 350,000);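 active means activity change of -60% or lower, but not beyond a set lower limit; inconclusive means change between -60% and -40%, or beyond the set limit; inactive means change above -40%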; further: on the % scale 0 is the no-effect control and ±100 the full control effect
* marks the source's active call; other numbers are inactive results; i = inactive; ? = inconclusive; · = not tested or not shown; [ ] = another dose, or the depositor's remark. Unless noted, the call rests on the fitted dose curve; in most records, active means well fitted curve in the direction sought with a large enough effect; inconclusive means small, poorly fitted or top-dose-only effect, or another doubt; inactive means no such curve, though single readings can be large; an effect the other way counts as inactive or inconclusive. Not all compounds are listed; the hit share may differ from the screen's.

(1) CCOc1ccccc1NC1(c2ccccc2)C(=O)c2ccccc2C1=O
(2) Cc1cccn2cc(-c3cccc(NS(=O)(=O)c4ccc(Cl)c(Cl)c4)c3)nc12
(3) Cc1cc(C)cc(OCC(=O)Nc2nonc2NC(=O)COc2cc(C)cc(C)c2)c1
(4) COC(=O)c1ccc(CNCC(=O)Nc2ccc(C(=O)OC)cc2)cc1
(5) Cc1cc(C(=O)NNC(=S)Nc2ccccc2)nn1C
(6) O=C(CSCC(=O)OCC(=O)c1ccc(Br)cc1)Nc1cccc2ccccc12
(7) S=C(NCc1ccc(Cl)cc1)Nc1ccc(Cl)cc1Cl
(8) Cc1ccc(CN(N=Nc2nonc2N)c2nonc2N)c(C)c1
(9) O=C(CCN1C(=O)/C(=C/c2ccccc2Cl)SC1=S)NCCc1ccc(O)cc1
(10) COc1ccc(-c2cn3c(C)c(C(=O)NCc4ccc5c(c4)OCO5)sc3n2)cc1
assay / entry	1	2	3	4	5	6	7	8	9	10
POLH inh	-12%	-7%	-10%	-3%	-18%	0%	-2%	-13%	-15%	-6%
Apoferritin bind	7%	-4%	2%	-15%	-12%	?	-12%	·	-17%	·
Pol beta inh	27%	?	-25%	1%	4%	26%	16%	·	17%	·
Pol iota inh	5%	-15%	-5%	5%	60%[activator]	9%	7%	3%	18%	-5%
RXFP1 antagonist	·	·	-7	-2	-15	2	14	9	-17	-1
Tb PGK inh	2%	-1%	-7%	8%	-2%	-8%	-4%	-10%	-7%	0%
APEX1 inh	·	·	4%	2%	-1%	-5%	-1%	·	20%	·
POLK inh	-3%	1%	6%	1%[60.1 µM]	1%	-17%	-4%	-13%	-8%	-4%
BLM inh	-6%	-9%	-4%	2%	0%	-7%	2%	·	-3%	·

(11) O=C(O)CC/C(=C\c1cc2c(cc1Br)OCO2)c1nc2ccccc2s1
(12) CC1CCCN(C(=S)Nc2ccc(Nc3ccccc3)cc2)C1 (stereo not drawn)
(13) COc1ccc(OC)c(NC(=S)N2c3ccccc3CC2C)c1 (stereo not drawn)
(14) COc1ccc(C(=O)COc2ccc3c(C)cc(=O)oc3c2)cc1
(15) Cc1ccccc1C1CC(c2ccc(Br)cc2)Nc2nc(N)nn21 (stereo not drawn)
(16) CCC(=O)N1CCc2cc(S(=O)(=O)N3CCN(c4ccccc4)CC3)ccc21
(17) CNC(=S)N/N=C/c1ccc(-c2ccc(Cl)c([N+](=O)[O-])c2)o1
(18) CC1CCCN(Cc2nc3c(c(=O)n(C)c(=O)n3C)n2Cc2c(F)cccc2Cl)C1 (stereo not drawn)
(19) O=C(CC(CC(=O)c1ccc(Cl)cc1)c1ccccc1C(=O)O)c1ccc(Cl)cc1
(20) CCOc1c(Br)cc(CNc2ccc(N3CCN(C(C)=O)CC3)cc2)cc1OC
assay / entry	11	12	13	14	15	16	17	18	19	20
POLH inh	-15%	10%	-10%	12%	-15%	-4%	0%	0%	1%	-20%
Apoferritin bind	-13%	?	-10%	-9%	-1%	-3%	-10%	-9%	-11%	-15%
Pol beta inh	?	2%	20%	?	14%	-21%	8.9µM*	-24%	2%	9%
Pol iota inh	?	47%[activator]	-21%	-20%	-8%	34%[activator]	14%	0%	?	53%[activator]
RXFP1 antagonist	-11	-13	7	14	?	-16	-12	5	4	-9
Tb PGK inh	-9%	2%	3%	0%	-10%	1%	-4%	-2%	-6%	-8%
APEX1 inh	30%	0%	-11%	7%	-2%	-14%	?	1%	43%	2%
POLK inh	-9%	-2%	-16%	1%	14%	-12%	-6%	0%	-16%	4%
BLM inh	-3%	-8%	-12%	-6%	-1%	-3%	-6%	1%	-8%	-4%

Reprinted at random: 3 records from the list.
(19) O=C(CC(CC(=O)c1ccc(Cl)cc1)c1ccccc1C(=O)O)c1ccc(Cl)cc1
(16) CCC(=O)N1CCc2cc(S(=O)(=O)N3CCN(c4ccccc4)CC3)ccc21
(12) CC1CCCN(C(=S)Nc2ccc(Nc3ccccc3)cc2)C1 (stereo not drawn)
assay / entry	19	16	12
POLH inh	1%	-4%	10%
Apoferritin bind	-11%	-3%	?
Pol beta inh	2%	-21%	2%
Pol iota inh	?	34%[activator]	47%[activator]
RXFP1 antagonist	4	-16	-13
Tb PGK inh	-6%	1%	2%
APEX1 inh	43%	-14%	0%
POLK inh	-16%	-12%	-2%
BLM inh	-8%	-3%	-8%

Next structures
(21) Cc1ccccc1NC(=O)c1cccc(OCc2c(C)noc2C)c1
(22) COc1ccc(C2C(C#N)=C(C)NC3=C2C(=O)CC(C)(C)C3)c(OC)c1 (stereo not drawn)
(23) Cc1ccc(S(=O)(=O)NCC(=O)Nc2ccc3c(c2)OCO3)cc1
(24) CCOC(=O)CCc1c(C)c2ccc(OCc3nn[nH]n3)c(C)c2oc1=O
(25) O=C(NCc1ccco1)/C(=C/c1ccc(Br)cc1)NC(=O)c1ccco1
(26) Cc1ccccc1OCCn1cc(C(=O)C2CCCCC2)c2ccccc21
(27) Cc1oc2c(CN3CCCC3)c(O)ccc2c(=O)c1-c1ccc(Cl)cc1
(28) CCC(Oc1ccccc1)C(=O)N1CCN(c2ccccn2)CC1 (stereo not drawn)
(29) CCOCCCn1c(=N)c(S(=O)(=O)c2ccc(C)cc2)cc2c(=O)n3cccc(C)c3nc21
(30) NC(=O)c1c(NC(=O)c2cc3ccccc3o2)sc2c1CCC2
assay / entry	21	22	23	24	25	26	27	28	29	30
POLH inh	-7%	4%	-1%	3%	-4%	-21%	-3%	-5%	-4%	?
Apoferritin bind	-16%	101%[activator]	-5%	-10%	-17%	-6%	30%[activator]	6%	1%	-10%
Pol beta inh	50%	0%	49%	13%	27%	13%	33%[activator]	17%	22%	50µM*
Pol iota inh	7%	8%	24%	20%	25%	8%	19%	7%	?	?
RXFP1 antagonist	-2	-20	-3	-5	-11	-8	4	-4	·	-7
Tb PGK inh	-8%	-1%	-10%	-2%	-2%	-7%	8%	0%	2%	i
APEX1 inh	-1%	-5%	-9%	2%	9%	·	-2%	-2%	·	10%
POLK inh	-2%	4%	-4%	-18%	3%	6%	3%	-9%	?	-32%
BLM inh	-2%	0%	-4%	-3%	1%	-4%	-8%	-2%	0%	-17%

(31) COc1cccc(C(=O)NCc2nnc(SCC(=O)Nc3nccs3)n2-c2ccccc2)c1
(32) C#CCN1CC(C)/C(=N/O)CC1C (stereo not drawn)
(33) COc1ccc(C(=O)COC(=O)Cc2c[nH]c3ccccc23)c(OC)c1
(34) COc1ccccc1/C=C(\C#N)C(=O)Nc1ccc(S(N)(=O)=O)cc1
(35) O=S(=O)(Cc1noc(-c2ccccc2Cl)n1)c1ccccn1
(36) Cc1cc(C)n(-c2ccc(C(=O)OCC(=O)Nc3cc(S(C)(=O)=O)ccc3Cl)cc2)n1
(37) O=C(O)CSc1nnc(-c2ccc(O)cc2)o1
(38) CCc1ccc2occ(CC(=O)Nc3c(C(=O)Nc4ccc(Cl)cc4)oc4ccccc34)c2c1
(39) Cc1nn(CC(=O)c2ccc(Br)s2)c(C)c1[N+](=O)[O-]
(40) COc1cc(C#Cc2c(-c3ccccc3OC)oc3ccccc23)cc(OC)c1
assay / entry	31	32	33	34	35	36	37	38	39	40
POLH inh	-24%	-13%	-12%	7%	2%	3%	-9%	-19%	-4%	-1%
Apoferritin bind	4%	-16%	·	-2%	-4%	·	3%	-11%	-1%	·
Pol beta inh	14%	1%	·	1%	15%	·	37%	?	2%	·
Pol iota inh	22%	?	13%	?	-4%[58.9 µM]	-3%	-9%	4%	-13%	?
RXFP1 antagonist	-3	8	-1	-29	9	-7	·	-14	-4	·
Tb PGK inh	5%	-6%	i	-3%	-7%	-1%	4%	10%	-11%	-5%
APEX1 inh	-1%	8%	27%	16%	0%	10%	·	·	3%	-1%
POLK inh	0%	-2%	-10%	-11%	-22%	5%	0%	-1%	4%	-8%
BLM inh	4%	-3%	·	0%	-4%	·	2%	-6%	-11%	·

(41) Cn1c(=O)c2c(ncn2CC(=O)OCC(=O)Nc2ccc(F)cc2F)n(C)c1=O
(42) O=C(C1=NN(c2ccccc2)C2C(=O)N(c3ccccc3)C(=O)C12)c1ccccc1 (stereo not drawn)
(43) COc1cc(NC(=O)Cc2ccc(S(=O)(=O)N3CCOCC3)s2)c(OC)cc1Cl
(44) O=C(COc1ccc([N+](=O)[O-])cc1Cl)N1CCc2ccccc21
(45) O=C(O)/C=C/c1cnn(-c2ccccc2)c1
(46) CCCOC(=O)CCCN1C(=O)/C(=C2\SC(=S)N(CCCC(=O)OCCC)C2=O)SC1=S
(47) C=CCNCCCCOc1ccc(Br)cc1C
(48) Cc1cc(N/N=C/c2ccccc2Cl)nc(NCc2ccccc2)n1
assay / entry	41	42	43	44	45	46	47	48
POLH inh	-12%	-28%	-9%	-14%	-8%	-7%	-27%	-14%
Apoferritin bind	·	56%[activator]	·	·	-4%	-8%	-8%	-7%
Pol beta inh	·	0%	·	·	2%	44%	-16%	?
Pol iota inh	8%	12%	-17%	-13%	?	19%	38%[activator]	-1%
RXFP1 antagonist	-9	-30	5	-3	-19	1	-39	-8
Tb PGK inh	i	1%	-3%	i	-1%	-3%	5%	3%
APEX1 inh	12%	6%	5%	-1%	14%	-2%	2%	-4%
POLK inh	9%	-12%	-3%	2%	-24%	-2%	-12%	-6%
BLM inh	·	-7%	·	·	-4%	-1%	1%	-9%

Of the compounds above, these have fluorine:
(18) CC1CCCN(Cc2nc3c(c(=O)n(C)c(=O)n3C)n2Cc2c(F)cccc2Cl)C1 (stereo not drawn)
(41) Cn1c(=O)c2c(ncn2CC(=O)OCC(=O)Nc2ccc(F)cc2F)n(C)c1=O
assay / entry	18	41
POLH inh	0%	-12%
Apoferritin bind	-9%	·
Pol beta inh	-24%	·
Pol iota inh	0%	8%
RXFP1 antagonist	5	-9
Tb PGK inh	-2%	i
APEX1 inh	1%	12%
POLK inh	0%	9%
BLM inh	1%	·
